PTHR1 agonist: agonists of human PTHR1 parathyroid hormone receptor. Q03431. HEK293 GP2 PTHR1 cells, GloSensor cAMP luminescence, 1 h. Potency, µM (titrated, usually from 115 µM), without a hit: at the top dose activation, usual class: activators. actives 0.075% (n = 410,000). AID 743266; also: potency is read from the fitted curve at half-maximal effect; nearly all actives have a fitted effect of over 55% in size; some results filed as inactive show a strong effect at the top dose; inactives centre near -15; many of its hits are not listed in these tables
Target sequence (Q03431 whole entry, looked up): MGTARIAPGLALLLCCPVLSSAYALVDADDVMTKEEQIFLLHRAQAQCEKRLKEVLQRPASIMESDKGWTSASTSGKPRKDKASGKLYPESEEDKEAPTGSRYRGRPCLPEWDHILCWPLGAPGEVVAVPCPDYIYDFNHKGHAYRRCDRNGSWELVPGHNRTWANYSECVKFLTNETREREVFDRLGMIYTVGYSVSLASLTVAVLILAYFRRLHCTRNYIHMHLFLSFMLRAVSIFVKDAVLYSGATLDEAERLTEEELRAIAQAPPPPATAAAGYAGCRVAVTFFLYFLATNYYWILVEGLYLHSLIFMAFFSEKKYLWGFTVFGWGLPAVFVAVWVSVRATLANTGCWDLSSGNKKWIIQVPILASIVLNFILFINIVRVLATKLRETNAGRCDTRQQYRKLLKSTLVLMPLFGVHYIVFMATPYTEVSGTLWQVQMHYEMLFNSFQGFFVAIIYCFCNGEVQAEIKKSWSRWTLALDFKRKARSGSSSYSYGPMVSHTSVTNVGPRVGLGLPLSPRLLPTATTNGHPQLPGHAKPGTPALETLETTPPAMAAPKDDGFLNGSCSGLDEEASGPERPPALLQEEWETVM
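HEK-293-derived GP2 cells expressing PTHR1 and a GloSensor cAMP reporter, 3,000/well, plated overnight, given luciferin plus IBMX (each 0.5 mM as added) for 1 h at 37 °C, then compound for 1 h at 37 °C. Luminescence was read after 15 min at room temperature.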
pAkt inh: blocks phosphorylation of Akt; Neuro2A IGF-stimulated pAkt S473 HTRF, 20 min; active compounds read low; actives 0.32% (n = 360,000); activity change, % for hits at 50 µM; in the data active = activity change below about -80%; inconclusive = mostly about -51% to -80%; also: % is scaled to controls: 0 for no effect and ±100 for the full control effect
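Single-point screen (50 µM final compound) in Neuro2A cells stimulated 20 min with 6 nM IGF at 37 deg C. After lysis, Ser473-phosphorylated Akt read by HTRF (ex 330 nm, em 615/665 nm) as the 665/615 ratio.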
GLP1R ag: GLP-1 receptor (human) agonism; actives 0.007% (n = 380,000); AID 624172; HEK293 GLP-1R CRE-luciferase, luminescence, 4-6 h; cells express a hypersensitive GLP-1R form; Potency, µM (doses to about 45.6 µM), for the others: at the highest dose activation, actives largely listed as activators; also: potency is read from the fitted curve at half-maximal effect; % of control where 0% means no effect
aSyn yeast inh: inhibitors of alpha-synuclein toxicity in yeast | Yeast expressing alpha-synuclein, growth rescue, BacTiter-Glo, 24 h | Potency, µM (doses to about 46.1 µM), for the others: top-dose growth rescue (activation), hits mostly activators | actives 0.14% (n = 370,000) | AID 652106; also: potency is read from the fitted curve at half-maximal effect; % of control where 0% means no effect; nearly all actives have a fitted effect of over 65% in size
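Screening used galactose-induced yeast with toxic alpha-synuclein levels, exposed to compound for 24 hr at 30 deg C. Cell growth, read with BacTiter-Glo luminescence, gave the measured signal.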
Abeta yeast res: A-beta toxicity reversal in yeast; yeast expressing A-beta42, growth rescue, OD600, 48 h; response scale: 0% DMSO, 100% iron-clioquinol control; Potency, µM (doses to about 46.1 µM), for inactives: top-dose growth rescue, hits mostly activators; actives 0.063% (n = 410,000); AID 1347071; also: potency is read from the fitted curve at half-maximal effect; nearly all actives have a fitted effect of over 55% in size
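Growth rescue measured by 600 nm absorbance after 48 h yeast culture at 30 C with compound. Values normalized between DMSO and an equimolar ferric chloride plus clioquinol control.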
FUS suppressor: FUS proteinopathy suppression in yeast; S. cerevisiae FUS-expressing, growth rescue, OD600, 24 h; Potency, µM (highest dose often 76.6 µM), for the others: at the highest dose growth rescue (activation), hits mostly activators; actives 0.24% (n = 390,000); AID 1347120;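 also: potency is read from the fitted curve at half-maximal effect; plate controls were DMSO vehicle for no effect and reference control for full effect; nearly all actives have a fitted effect of over 55% in size; some results filed as inactive show a strong effect at the top dose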
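FUS-expressing yeast, raffinose-pregrown, induced in 2% galactose minimal medium at OD 0.005; compounds in a dilution series, 24hr at 30C. Growth restoration read as absorbance at 600 nm. CP55940 positive control, DMSO negative.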
TDP43 rescue: inhibitors of TDP-43 toxicity in yeast; Potency, µM (doses to about 46.1 µM), for inactives: at the top dose growth rescue (activation), hits mostly activators; TDP-43 expressing yeast growth rescue, BacTiter-Glo, 24 h; actives 1.8% (n = 410,000); AID 652104; also: potency is read from the fitted curve at half-maximal effect; % of control where 0% means no effect; nearly all actives have a fitted effect of over 50% in size
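Yeast expressing TDP-43 (pregrown in raffinose, seeded at OD600=0.02 in galactose medium) exposed to compounds 24 hr at 30 deg C. Growth read by BacTiter-Glo luminescence; rescue of toxicity appears as increased signal.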
D3 antag: D3 dopamine receptor (human) antagonism | actives 2.5% (n = 360,000) | max response, negative = inhibition, % | D3R cells, DiscoveRx beta-arrestin luminescence, antagonist mode; active compounds read low | AID 652054; in the data active = max response below about -50%; inconclusive = no clear call, values can overlap the other calls; also: % is scaled to controls: 0 for no effect and ±100 for the full control effect; mostly tested at two doses, the higher about 12 µM
Target sequence (P35462 whole entry, looked up): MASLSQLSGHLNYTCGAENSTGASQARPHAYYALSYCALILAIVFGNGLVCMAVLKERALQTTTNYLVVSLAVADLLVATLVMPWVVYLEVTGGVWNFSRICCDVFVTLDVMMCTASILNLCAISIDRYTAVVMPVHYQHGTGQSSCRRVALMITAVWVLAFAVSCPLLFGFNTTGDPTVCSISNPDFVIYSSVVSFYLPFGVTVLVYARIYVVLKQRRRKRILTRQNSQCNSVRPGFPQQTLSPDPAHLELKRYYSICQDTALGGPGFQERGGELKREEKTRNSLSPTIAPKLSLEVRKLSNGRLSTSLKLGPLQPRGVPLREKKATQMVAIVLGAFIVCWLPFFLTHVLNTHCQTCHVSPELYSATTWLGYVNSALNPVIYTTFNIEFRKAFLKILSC
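Cells plated overnight at 1500 cells/well, then exposed to library compounds with dopamine controls for 90 minutes at 37 degrees C. DiscoveRx reagent added for 30–60 minutes at room temperature; luminescence read, quantitative HTS format.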
GLP-1R inv ag: inverse agonists of human GLP-1 receptor | P43220 | HEK293 GLP-1R CRE-luciferase, luminescence, 24 h; GLP-1R form is constitutively active | Potency, µM (highest dose often 38.3 µM), inactives show at the top dose activity change, negative = inhibition, usual class: inhibitors | actives 1.6% (n = 410,000) | AID 624417; also: potency is read from the fitted curve at half-maximal effect; % is scaled to controls: 0 for no effect and ±100 for the full control effect; nearly all actives have a fitted effect of over 55% in size
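Stable HEK293 clone (constitutively active GLP-1R + cAMP-response luciferase); 200 cells/uL plated, 12 h pre-culture, compound 24 hr, 37 deg C/5% CO2; detection reagent 12 min RT; luminescence.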
* = called active by the depositor; i = inactive; ? = inconclusive; . = no result given; [ ] = dose if it differs, or a comment. Unless noted, calls follow the shape of the dose curve; as a rule, active = well fitted curve in the direction sought with a large enough effect; inconclusive = small, poorly fitted or top-dose-only effect, or another doubt; inactive = no such curve, though single readings can be large; an effect the other way counts as inactive or inconclusive. Not all compounds are listed; count on the stated rates, not on these rows.

Every second line gives: FUS suppressor | PTHR1 agonist | Abeta yeast res | GLP-1R inv ag | D3 antag | TDP43 rescue | pAkt inh | aSyn yeast inh | GLP1R ag
COc1ccc(/C(N)=N/OC(=O)c2ccc(Br)o2)cc1
→ -14% | -4% | -14% | 13% | -19 | ? | i | -11% | 17%
CCCCn1c(N)c(N(CC(C)C)C(=O)c2ccc(C)c(S(=O)(=O)N3CCCCC3)c2)c(=O)[nH]c1=O
→ 28% | i | 5% | 13% | 1 | -8% | i | 9% | 6%
CCc1cccc(CC)c1NC(=O)c1ccccc1CCc1ccccc1
→ 10% | i | -8% | -25% | 36 | -3% | i | 7% | 1%
COc1ccc(S(=O)(=O)NC(C(=O)OCC(=O)Nc2ccc(N3CCOCC3)cc2)C(C)C)cc1 (stereo not given)
→ ? | i | -2% | 23% | 20 | -2% | i | -9% | 6%
COc1ccc2c(CN3CCN(S(=O)(=O)c4cccs4)CC3)cc(=O)oc2c1
→ . | -31%[inhibitor] | -10% | 10% | -8 | 14% | i | 13% | 1%
COc1cccc(OC)c1C(=O)NCCc1sc(-c2cccc(F)c2)nc1C
→ 26% | -3% | -4% | 44%[activator] | . | 3% | . | . | .
Cc1ccc(/C=N/NC(=O)c2cc3c(ccc4ccccc43)o2)cc1[N+](=O)[O-]
→ 18% | i | -21% | 0% | 0 | -10% | i | -5% | -1%
COc1ccc(CNC(=O)C[C@@H]2C[C@H]3c4cc(NC(=O)NC5CCCC5)ccc4O[C@H]3[C@H](CO)O2)cc1
→ ? | -3% | -5% | 22% | -18 | -12% | i | 0% | -2%
CCc1ccc(NC(=O)C/C(C)=N/NC(=O)OCc2ccc(OC)cc2)cc1
→ . | i | 7% | 0% | -6 | 16% | i | 7% | 13%
COc1cc(/C=N/N=C2/NC(=O)C(Cc3ccc(F)cc3)S2)ccc1O (stereo not given)
→ 43% | -11% | -7% | 45%[activator] | 0 | -17% | i | -11% | 29%
CC(=O)Nc1c(O)nc(SCC(=O)Nc2nnc(SCc3ccccc3)s2)[nH]c1=O
→ 39% | i | 4% | 13% | -11 | -1%[9.22 µM] | i | -10% | 0%
Cc1cccc(C)c1OCc1nnc(SCC(=O)NCCc2ccccc2)o1
→ 27% | 0%[57.5 µM] | 29% | ? | 2 | ? | i | 4% | -3%
O=C(CN1CCC(NC(=O)c2ccccc2F)CC1)Nc1ccc2c(c1)OCO2
→ -16% | 28% | -16% | 7% | -11 | -15% | i | ? | 3%
Cc1cc(C)c(C(=O)COC(=O)Cn2cnnn2)cc1C
→ 9% | i | 7% | 0% | ? | 18% | i | -1% | -7%
CC1(C)CC(=O)c2c(O)cc(OCC(=O)N3CCN(c4ccccc4)CC3)cc2O1
→ 19% | -76%[inhibitor] | -23% | 0% | -17 | 18% | i | 23% | 0%
Cc1cccc2cc(/C=N/NC(=O)CN3CCOCC3)c(Cl)nc12
→ . | i | 0% | -3% | 1 | 12% | i | 1% | 0%
COc1cc(NC(=O)Cc2noc3ccccc23)cc(OC)c1OC
→ 5% | -15% | -6% | 8% | . | -2% | . | . | .
CN1C=CC=C/C1=C1/SC(=S)N(Cc2ccccc2)C1=O
→ -3% | i | 9% | 0% | -17 | 26% | i | -1% | -7%
O=C(N/N=C/c1cccs1)c1cccc(S(=O)(=O)Nc2ccc(Cl)cc2)c1
→ 2% | i | -8% | ? | -4 | 0% | i | 1% | 1%
Cc1ccc(-n2nc(-c3ccco3)cc2C(=O)NCc2cccnc2)cc1
→ ? | -18% | -11% | 24% | ? | -16% | i | -4% | 3%
Cc1ccccc1C(=O)NNC(=O)c1cccn1C
→ 8% | i | 0% | 42%[activator] | 0 | -2% | i | -8% | 8%
O=C(CCn1c(=O)sc2ccccc21)NC1CCCCC1
→ -4% | i | 14% | 3% | 4 | 17% | i | 3% | -2%
COc1cc(CC(=O)OCC(=O)Nc2ccc([N+](=O)[O-])cc2)cc(OC)c1OC
→ 13% | -6% | -9% | 7% | 8 | 16%[9.22 µM] | i | -5% | 7%
Cc1cc(C)nc(Nc2n[nH]c(-c3ccc(N)cc3)n2)n1
→ 42% | -40%[inhibitor][57.5 µM] | 6% | 0% | 29 | 1% | i | -16% | -8%
COC(=O)C(C)N(C(=O)c1ccc(C(=O)c2ccccc2)cc1)c1c(C)cccc1C (stereo not given)
→ ? | i | 7% | -44% | -11 | 19% | i | 6% | 0%
Nc1ccc(-c2nnn(Cc3ccccc3F)n2)cc1
→ 22% | -66% | -4% | 28% | 3 | 23% | i | 13% | 5%
CCN1CCN(c2c(Cl)cccc2NC(=O)c2ccco2)CC1
→ -26% | i | -3%[9.22 µM] | 18% | ? | -7% | i | 1% | -1%
O=C(O)c1ccccc1C(=O)c1ccc2oc(=O)[nH]c2c1
→ 28% | i | -4% | -13% | 12 | -19% | i | -1% | -3%
COc1cccc(CN2CC(C(=O)N(C)Cc3ccnc4ccccc34)CCC2=O)c1 (stereo not given)
→ 5% | i | -8% | 15% | 2 | -7% | i | 4% | 1%
CCOC(=O)c1[nH]c2cc(OC)c(OC)cc2c1NC(=O)c1ccc2c(c1)OCO2
→ 8% | i | 1% | 4% | 28 | -9% | i | 3% | 12%
Cc1ccc(S(=O)(=O)Nc2cc3c(cc2N2CCOCC2)n(C)c(=O)n3C)cc1
→ 12% | i | 18% | 73%[activator] | . | 15% | . | . | .
CCN(CC)c1c([N+](=O)[O-])ncn1C
→ -11% | 20%[57.5 µM] | 2% | 0% | 0 | 7% | i | -1% | -8%
Cc1ccc(SC2=C(N(C)C)C(=O)c3ccccc3C2=O)cc1
→ . | -37%[inhibitor] | -56%[inhibitor] | ? | 0 | ? | i | -9% | -2%
CCOC(=O)CC(=O)CSc1nc(CC)c(C)cc1C#N
→ 9% | -25% | -6% | -8% | -1 | -1% | i | -8% | 6%
CCCN(CC(=O)Nc1ccccc1C)C(=O)C1CCCN(C(=O)c2ccc(Cl)cc2)C1 (stereo not given)
→ 3% | -18% | -6% | ? | 9 | 5% | i | 5% | 7%
Cc1ccc(-n2ncc3c(NCCCN4CCOCC4)ncnc32)cc1C
→ -16% | -3% | -16% | ? | . | -2% | . | . | .
S=C(NCCc1ccccc1)N1CCOCC1
→ 17% | -7% | -5% | 1% | 5 | -5% | i | 15% | 5%
Cc1ccc(NC(=O)COC(=O)c2ccc(CN3CCCC3=O)cc2)c(Cl)c1
→ . | i | 8% | 6% | -8 | 10% | i | 6% | 0%
COc1ccccc1NS(=O)(=O)c1cccc(C(=O)NCC(c2cccs2)N2CCOCC2)c1 (stereo not given)
→ 3% | -37%[inhibitor] | 1% | 12% | 16 | 9% | i | -1%[1.84 µM] | -4%
CCOc1ccc(NC(=S)NNC(=S)Nc2cccc(C(F)(F)F)c2)cc1
→ 14% | i | 10% | ? | -16 | 17% | i | 8% | 15%
COc1ccc(-c2cn(CCc3c[nH]c4ccccc34)nn2)cc1
→ -9% | 19% | -7% | ? | 12 | -8% | i | 0% | -2%
COc1cccc(S(=O)(=O)Nc2ccc(C(=O)Nc3ccncc3)cc2)c1
→ . | -26% | 2% | ? | 21 | 19% | i | 13% | 1%
Cc1cccc(C(=O)c2cn[nH]c2-c2ccccc2O)c1
→ -5% | i | -4% | -9% | ? | -6% | i | -4% | 8%
COc1cccc(CNC(=O)CCCN2C(=O)CSc3c2c(C)nn3-c2ccccc2)c1
→ ? | -23% | -4% | -24% | . | 19% | . | . | .
CCOC(=O)/C=C1\CN(C(C)c2ccccc2)S(=O)(=O)c2ccccc21 (stereo not given)
→ 14% | -64%[inhibitor] | -12% | -27% | 20 | 6% | i | 3% | -2%
COc1cc(C2C(C#N)=C(N)Oc3cc(O)ccc32)cc(OC)c1OC (stereo not given)
→ -9% | i | 2% | 5% | -20 | -18% | i | -1% | 3%
CCN(CC)C(=O)CSc1nnc(-c2ccc(S(=O)(=O)NCc3ccccc3Cl)cc2)o1
→ 14% | i | -5% | 0% | 15 | -18% | i | 1% | -7%
O=C(Cn1cc2c(n1)CCCC2)N1CCOCC1
→ -24% | -20% | 4% | 15% | -8 | 8% | i | -3% | -3%
CN(C(=O)c1ccco1)c1nc(-c2ccc(Cl)cc2)cs1
→ -10% | -1% | 5% | 13% | 3 | 6% | i | 1% | -2%
COc1ccc(-n2c(/C=C/c3cccc4ccccc34)nc3ccccc3c2=O)cc1Cl
→ -8% | -40%[inhibitor] | -9% | 14% | . | 22% | . | . | .
O=C(/C=C/c1ccc(Br)cc1)NC1CCCCCC1
→ 5% | i | 19% | 0% | -5 | ? | i | 2% | 0%
O=C(NCCN1CCOCC1)c1ccc([N+](=O)[O-])cc1[N+](=O)[O-]
→ -4% | i | -4% | 9% | -10 | -10% | i | 0% | -11%
COc1ccc(Cc2c(C3CCCCC3)nc3c(Cl)cc(C(F)(F)F)cn23)c(C)c1
→ 27% | -22% | 7% | -5% | 15 | 13% | i | 6% | 0%

Given field by field: entries from further up.
S=C(NCCc1ccccc1)N1CCOCC1
  FUS suppressor = 17% | PTHR1 agonist = -7% | Abeta yeast res = -5% | GLP-1R inv ag = 1% | D3 antag = 5 | TDP43 rescue = -5% | pAkt inh = i | aSyn yeast inh = 15% | GLP1R ag = 5%

COc1cccc(CNC(=O)CCCN2C(=O)CSc3c2c(C)nn3-c2ccccc2)c1
  FUS suppressor = ? | PTHR1 agonist = -23% | Abeta yeast res = -4% | GLP-1R inv ag = -24% | D3 antag = . | TDP43 rescue = 19% | pAkt inh = . | aSyn yeast inh = . | GLP1R ag = .

Cc1ccc(NC(=O)COC(=O)c2ccc(CN3CCCC3=O)cc2)c(Cl)c1
  FUS suppressor = . | PTHR1 agonist = i | Abeta yeast res = 8% | GLP-1R inv ag = 6% | D3 antag = -8 | TDP43 rescue = 10% | pAkt inh = i | aSyn yeast inh = 6% | GLP1R ag = 0%

Screening data as filed in PubChem.
